Pf growth 96h = P. falciparum growth inhibition at 96 hour, primary screen for plastid delayed-death inhibitors; P. falciparum luciferase reporter growth, 96 h; Potency, µM (series often up to 28.7 µM), inactives show at the highest dose activity change, negative = inhibition, actives largely listed as inhibitors; 320,000 tested, 6.9% active; AID 504834; further: potency means the concentration at half of the fitted maximal effect; on the % scale 0 is the no-effect control and ±100 the full control effect
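Readout is luminescence from an integrated firefly luciferase in P. falciparum. Red cells, 2% hematocrit and 0.05% parasitemia final, were cultured with compound through two parasite generations (96 hours) at 37 C, 5% CO2.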
Pf growth 48h = P. falciparum growth inhibition at 48 hours (one generation). Potency, µM (highest dose often 28.7 µM), inactives show at the top dose activity change, negative = inhibition, hits mostly inhibitors. 310,000 tested, 5.9% active. AID 504832. P. falciparum luciferase growth in erythrocytes, 48 h; further: potency means the concentration at half of the fitted maximal effect; on the % scale 0 is the no-effect control and ±100 the full control effect
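Firefly luciferase activity from engineered P. falciparum reports growth; inhibitors lower the luminescent signal. Cultures contained 2% hematocrit erythrocytes at 0.1% final parasitemia.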
HCV inhibitor = HCV inhibition. Huh7.5.1 HCVcc-Cre infection, luciferase reporter, 44 h. Potency, µM (titrated, usually from 41.8 µM), inactives show at the top dose activity change, negative = inhibition, actives largely listed as inhibitors. 340,000 tested, 3.4% active. AID 651820; further: potency means the concentration at half of the fitted maximal effect; on the % scale 0 is the no-effect control and ±100 the full control effect
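After 44 h co-culture of compound, cells and HCVcc-Cre (~0.5 moi), substrate is added for 15 min at room temperature and luciferase measured over 15 sec. Cells were seeded at 1,000/well and pre-cultured 4 h.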
LmPK inh = LmPK (Leishmania mexicana) enzyme inhibition | Q27686 | purified LmPK, Kinase-Glo ATP luminescence, 1 h | Potency, µM (titrated, usually from 57.5 µM), for the others: at the top dose activity change, negative = inhibition, actives largely listed as inhibitors | 290,000 tested, 0.37% active | AID 1721; further: potency means the concentration at half of the fitted maximal effect; on the % scale 0 is the no-effect control and ±100 the full control effect
Target sequence (Q27686 whole entry, looked up): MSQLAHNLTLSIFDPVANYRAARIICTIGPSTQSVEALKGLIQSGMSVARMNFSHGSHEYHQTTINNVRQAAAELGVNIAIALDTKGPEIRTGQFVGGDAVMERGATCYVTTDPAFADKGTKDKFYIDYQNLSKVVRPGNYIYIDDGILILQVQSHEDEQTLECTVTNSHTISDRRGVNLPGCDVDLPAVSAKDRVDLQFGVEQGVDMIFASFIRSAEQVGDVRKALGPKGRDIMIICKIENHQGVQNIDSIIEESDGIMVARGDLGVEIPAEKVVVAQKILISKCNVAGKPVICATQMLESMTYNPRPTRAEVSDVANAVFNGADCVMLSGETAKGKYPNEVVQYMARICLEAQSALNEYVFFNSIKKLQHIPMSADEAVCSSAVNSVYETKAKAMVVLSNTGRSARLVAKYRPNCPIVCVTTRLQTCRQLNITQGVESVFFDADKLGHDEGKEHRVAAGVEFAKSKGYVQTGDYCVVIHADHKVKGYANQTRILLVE
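0.1 nM LmPK, 0.5 mM PEP, 0.1 mM ADP; 50 mM imidazole pH 7.2, 7 mM MgCl2, 50 mM KCl; 1 h RT. Kinase-Glo luminescence readout, normalized to no-enzyme (full inhibition) and uninhibited wells.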
TbPYK inhibitor = inhibitors of Trypanosoma brucei pyruvate kinase | Q57TT1 | TbPYK enzyme, Kinase-Glo Plus ATP luminescence, 45 min | Potency, µM (titrated, usually from 76.8 µM), for the others: at the highest dose activity, negative = inhibition, most hits filed as inhibitors | 410,000 tested, 0.12% active | AID 624173; further: potency means the concentration at half of the fitted maximal effect; on the % scale 0 is the no-effect control and ±100 the full control effect; nearly all actives have a fitted effect of over 50% in size
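Activity of T. brucei pyruvate kinase was followed by Kinase-Glo Plus luminescence after the enzyme reacted 45 min at room temperature with 130 uM ADP (final) and substrate. Test compounds were added before ADP at multiple concentrations.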
Shiga toxin inh = blocks Shiga toxin action in Vero cells | 290,000 tested, 9.2% active | inhibition, % at 38.7 µM | Vero cells, Shiga toxin protein synthesis inhibition reporter; in the data active means inhibition mostly above about 28%, no sharp cut-off; inactive means mostly below about 43%; further: 0% is about no effect
CHX counter = counter-screen hit for Shiga toxin inhibitors, cycloheximide; cell reporter, cycloheximide protein synthesis inhibition counterscreen; max response, %; 300,000 tested, 12% active; AID 2314; in the data active means max response mostly above about 13%, no sharp cut-off; inactive means mostly below about 14%; further: read at 38.3 µM for the half of the compounds with a filed dose; 0% is about no effect
* marks the source's active call; other numbers are inactive results; ? = inconclusive; . = no result given; & = joins results of further samples; [ ] = dose if it differs, or a comment. Unless noted, the call rests on the fitted dose curve; in most records, active means well fitted curve in the direction sought with a large enough effect; inconclusive means small, poorly fitted or top-dose-only effect, or another doubt; inactive means no such curve, though single readings can be large; an effect the other way counts as inactive or inconclusive.

entry	molecule	Pf growth 96h	Pf growth 48h	HCV inhibitor	LmPK inh	TbPYK inhibitor	Shiga toxin inh	CHX counter
1	CCOCC(=O)Nc1nc2ccc(S(C)(=O)=O)cc2s1	-1%	21%	-2%	-6%	1%	54*	33*
2	CCc1cc(C(c2ccncc2)N2CCN(C)CC2)c(NC(=O)c2ccccc2)s1 (stereo unspecified)	?	13µM*	21%	-1%	51%[activator]	-5	5
3	COC(=O)CNC(=O)c1cc(OC)cc(OC)c1	0%	8%	29%	1%	7%	-6	-1
4	O=[N+]([O-])c1cccc(/C=N/Nc2cc(N3CCOCC3)ncn2)c1	?	.	-1%	6%	0%	-2	-3
5	COC(=O)c1ccc(CSc2n[nH]c(-c3ccccc3)n2)o1	-1%	19%	11%	-3%	-5%	7	10
6	CCN(CC)S(=O)(=O)c1ccc(F)c(C(=O)NCCC(C)C)c1	4.1µM*	-21%	?	-1%	-1%	18	1
7	CC(=O)N1CCc2cc(S(=O)(=O)Nc3ccc(C)cc3C)ccc21	165%[activator]	.	-20%	-1%	6%	4	-2
8	COc1ccc(CC(=O)N2CCN=C2SCc2cccc([N+](=O)[O-])c2)cc1	?	10µM*	-26%	4%	4%	-5	9
9	CC(=O)c1cccc(CN2CCN(Cc3ccc(F)cc3)C(CCO)C2)c1 (stereo unspecified)	?	0%	13%	4%	6%	-6	-1
10	COc1cc(N)c(Cl)cc1C(=O)NC1CN2CCC1CC2 (stereo unspecified)	.	.	.	-5%	.	-12	-4
11	O=C(COC(=O)CCc1nc2ccccc2c(=O)[nH]1)NCc1ccc(F)cc1	81%[activator]	4%	?	6%	-1%	-2	4
12	COc1cc(OC)c2c(-c3ccccc3)cc(=O)oc2c1	0%	?	7%	-4%	-5%	-21	-1
13	COc1ccc(NC(=O)CSc2nnc(C3CC3)n2C)cc1S(=O)(=O)N1CCOCC1	?	-20%	-10%	.	0%	.	.
14	COc1ccc(Nc2cc(C)nc3ccc(OC)cc23)cc1	-7%	?	?	-1%	3%	5	4
15	Cn1cc(Cl)c(C(=O)OCC(=O)Nc2cccc(Cl)c2)n1	11%	1%	-1%	-1%	0%	3	-6
16	Cc1ccc(C)c(NC(=O)c2ccc3nccnc3c2)c1	8.3µM*	39%[activator]	-13%	-1%	-5%	20	6
17	Cc1[nH]c2ccccc2c1/C=N/NC(=O)c1ccc(N)cc1	22%	33%[activator]	-2%	0%	-5%	6	20
18	C/C=C/c1ccc(OCCCN2C(=O)NC(C)(C)C2=O)c(OC)c1	.	-9%	?	3%	0%	27	23*
19	N=c1n(CCN2CCCCC2)c2ccccc2n1CC(=O)c1ccc(Cl)c(Cl)c1	2.6µM*	1.5µM*	?	3%	3%	18	2
20	COc1ccccc1NC(=O)COC(=O)CCc1ccc(S(=O)(=O)N2CCOCC2)cc1	-9%	?	19%	.	3%	.	.
21	O=C(CSc1ccccc1C(=O)O)NC1CCCCCCC1	-17%	.	-8%	4%	1%	-14	-2
22	CCC(C)[C@H](NC(=O)N1CCn2c1nc1ccccc12)C(=O)NCc1ccccc1 (stereo partly specified)	0%	?	-1%	11%	-14%	-7	-2
23	COc1ccccc1CC(=O)Nc1ccc(O)cc1C(=O)O	.	-3%	7%	3%	1%	-2	-1
24	NS(=O)(=O)c1ccc(CNC(=O)c2ccccn2)cc1	6%	-5%	7%	1%	2%	-13	0
25	COc1ccccc1NC(=O)Nc1c(C)n(C)n(-c2ccccc2)c1=O	.	21%	11%	-7%	6%	13	0

Single records, as listed above.
COC(=O)c1ccc(CSc2n[nH]c(-c3ccccc3)n2)o1 across the screens: Pf growth 96h = -1%; Pf growth 48h = 19%; HCV inhibitor = 11%; LmPK inh = -3%; TbPYK inhibitor = -5%; Shiga toxin inh = 7; CHX counter = 10
Cn1cc(Cl)c(C(=O)OCC(=O)Nc2cccc(Cl)c2)n1 across the screens: Pf growth 96h = 11%; Pf growth 48h = 1%; HCV inhibitor = -1%; LmPK inh = -1%; TbPYK inhibitor = 0%; Shiga toxin inh = 3; CHX counter = -6

New compounds follow:
entry	molecule	Pf growth 96h	Pf growth 48h	HCV inhibitor	LmPK inh	TbPYK inhibitor	Shiga toxin inh	CHX counter
26	COc1ccc(C)cc1NS(=O)(=O)c1cn(C)c(=O)n(C)c1=O	-21%	.	15%	5%	0%	-5	-1
27	CCOC(=O)c1cnn(-c2cc(C)nc3c(-c4ccccc4)c(C)nn23)c1N	.	15%	1%	-10%	3%	-2	-2
28	Cc1cc(S(=O)(=O)NCc2ccco2)c(C)cc1Cl	0%	7%	16%	-2%	9%	7	1
29	Cc1ccn2cc(CCNC(=O)C3CC=CCC3C(=O)O)nc2c1 (stereo unspecified)	18%	21%	7%	-2%	5%	77*	20*
30	CCc1ccc(C2=NNC(=Nc3c(C)n(C)n(-c4ccccc4)c3=O)SC2)cc1	15%	14%	-18%	17%	-6%	40	13
31	CCOc1nc(NC(C)C)nc(NC(C)C)n1	172%[activator]	?	3%	0%	?	-4	3
32	COC(=O)COc1ccc2c(=O)c(Oc3ccccc3)c(C)oc2c1	-21%	-17%	8%	-6%	-3%	-11	7
33	COc1ccc(-c2cc(C(F)(F)F)nc(SCc3cccc(C(=O)O)c3)n2)cc1	51%[activator]	35%[activator]	10%	6%	-11%	-10	-2
34	CC(=O)Nc1ccc(C2(c3ccc(NC(C)=O)cc3)NC(=O)c3ccccc32)cc1	46%[activator]	1.3µM*	16%	0%	0%	-8	2
35	O=C(Nc1cc(Cl)ccc1N1CCCCC1)c1cccs1	?	.	-30%	1%	1%	19	26
36	O=C(Nc1cc(S(=O)(=O)N2CCOCC2)ccc1N1CCCC1)C1COc2ccccc2O1 (stereo unspecified)	?	-27%	-20%	8%	-3%	17	-2
37	COC(=O)CSc1nc(C)cc(N2CCOCC2)n1	61%[activator]	13%	11%	1%	2%	53*	27
38	Cc1ccc(S(=O)(=O)N2CCCCC2)cc1C(=O)NCC1CCCO1 (stereo unspecified)	?	-5%	.	-2%	1%	-3	-3
39	O=S(=O)(Nc1cccc2ccccc12)c1ccccc1	7%	1%	-3%	-4%	-5%	26&36	-2&10
40	CNC(=S)N1N=C(c2ccc(Br)cc2)CC1c1ccc(N(C)C)cc1 (stereo unspecified)	?	?	-17%	0%	9%	15	-2
41	Cc1c(NS(=O)(=O)c2cc(C(=O)OCC(=O)N3CCC(C)CC3)ccc2Cl)c(=O)n(-c2ccccc2)n1C	119%[activator]	-5%	-2%	2%	6%	-6	0
42	O=C(O)c1cccc(-n2cccc2/C=C2\NC(=O)N(Cc3ccc(F)cc3)C2=O)c1	-20%	?	-10%	1%	-4%	5	-4
43	CN1c2ccsc2C(O)=C(C(=S)Nc2ccc(F)c(Cl)c2)S1(=O)=O	?	.	11%	-1%	-30%	51	15*
44	CC(C)c1ccc(C(C)NCCS(=O)(=O)c2ccc(Cl)cc2)cc1 (stereo unspecified)	3%	-8%	14%	-1%	-2%	6	0
45	CC(C)CCCC(C)NC(C)C (stereo unspecified)	10%	-1%	.	.	2%	.	.
46	COc1cc(NC(=O)c2cccc([N+](=O)[O-])c2C)ccc1NC(=O)c1ccco1	0%	24%	?	2%	-1%	72*	19*
47	CC1(c2ccc(OCC#N)cc2)C=C(c2ccc(OCC#N)cc2)n2nc(C(F)(F)F)nc2N1 (stereo unspecified)	7.4µM*	9.3µM*	8.9µM*	0%	2%	9	-2
48	COC(=O)CCCNC(=O)c1ccc2oc(CCCc3ccccc3)nc2c1	?	-11%	?	-5%	-1%	21*	24*
49	COc1ccc(S(=O)(=O)Nc2nc3c(s2)CCCC3)cc1	?	?	7%	13%	-5%	30	25
50	CCC1CN(C)C2Cc3c([nH]c4ccccc34)C(=O)CC1C2C(=O)OC (stereo unspecified)	4%	-7%	5%	5%	0%	-3	1
51	COc1ccc(C2C(C#N)=C(N)Oc3c2oc(CO)cc3=O)c(OC)c1OC (stereo unspecified)	-25%	1%	11%	0%	2%	-15	-1
52	NCCc1nnc(SCC(=O)Nc2ccc(Br)cc2)o1	29%	-20%	4%	-5%	-7%	21	2
53	COc1ccc(CNC(=O)C(=O)NC2CCC(C)CC2)cc1 (stereo unspecified)	-16%	-6%	7%	-1%	-1%	16	-1
54	CCCC(=O)Nc1ccc(N2CCN(C(=O)c3cccs3)CC2)cc1	-28%	-7%	15%	1%	-21%	-35	1
55	O=C1NC(=O)N(CCNc2ncc(C(F)(F)F)cc2Cl)C(=O)C1/C=N/OCc1c(F)cccc1Cl (stereo unspecified)	39%[activator]	2%	4%	2%	2%	-13	-2
56	CC(=O)C1=C(O)C(=O)N(Cc2ccccc2)C1c1cccc([N+](=O)[O-])c1 (stereo unspecified)	46%[activator]	.	5%	3%	-4%	18	-4
57	CCCCOc1ccccc1NC(=O)CSc1nnnn1C(C)(C)C	7%	13%	11%	5%	10%	-16	-3
58	N/C(=N\OC(=O)CCCC(=O)O)c1ncc(C(F)(F)F)cc1Cl	?	?	5%	7%	1%	-7	-2
59	NC1=NC(=O)/C(=C/c2ccc(Br)cc2)S1	2.3µM*	13%	12%	7%	0%	.	7
60	O=C(O)CCc1nc(-c2ccccc2)no1	-8%	11%	9%	-3%	3%	-4	-1
61	CC(C)CC(=O)Nc1nnc(S(=O)(=O)N(C)c2ccc(Cl)cc2)s1	0%	6%	8%	7%	1%&1%	-5	-2
62	CN(C)CCN(C(=O)c1ccc2c(c1)OCCO2)c1nc2c(Cl)cccc2s1	0%	0%	?	-1%	2%	106	7
63	Cc1cc(C)n2nc(S(=O)(=O)NC3CCCCC3)nc2n1	-21%	13%	-15%	-2%	3%	14	-2
64	O=C1CSC(c2cn(-c3ccccc3)nc2-c2cc3ccccc3oc2=O)N1Cc1ccco1 (stereo unspecified)	?	10µM*	?	1%	3%	16	15
65	Cc1ccc(N(Cc2ccccc2F)S(C)(=O)=O)c(C)c1	-34%[5.75 µM]	-11%	11%	3%	-7%	-6	1
66	COc1ccc(CN(C(=O)c2oc3ccccc3c2C)C2CCS(=O)(=O)C2)cc1OC (stereo unspecified)	7%	?	-3%	-6%	-4%	11	3
67	Cc1nc2ccccc2n1Cc1ccccc1	?	-1%	?	-3%	6%	.	-1
